Bioassay records deposited in PubChem by Sanford-Burnham Center for Chemical Genomics.
mIAP act: mouse IAP activation. muIAP, CDP-Star luminescence, 30 min; active compounds read high; 1 = vehicle-only enzyme signal, 0 = enzyme-free wells. activation factor at 10 µM. 0.24% of 330,000 active. AID 2805;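 active = activation factor of at least 2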; note: the source names both 10 and 20 µM as test concentration; values of inactives mirror those of a sister screen read the other way
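Assay system: mouse IAP enzyme / Compound: DMSO-dissolved test compounds / Timing: 30 min, room temperature / Measured by: luminescence from enzymatic CDP-Star hydrolysis / Control set: DMSO-only wells, enzyme-free buffer wells as negative control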
TIM10 inh: growth inhibitors of TIM10 yeast strain. inhibition, % at 10 µM. 1.4% of 330,000 active. AID 463195. S. cerevisiae TIM10 strain growth, BacTiter-Glo luminescence, 24 h;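 active = inhibition of 40% or more at the single tested concentration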;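 note: wild-type TIM10 isogenic control strain grown at permissive 25 °C; 0% = DMSO yeast wells and 100% = minimal medium wells without yeast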
ATG4B inhibitor: blocks human ATG4B protease cleavage of LC3 substrate; inhibition, % at 8.33 µM; ATG4B cleavage of LC3-PLA2, NBD-HPC fluorescence, 1 h; Q9Y4P1; 0.51% of 340,000 active; AID 504462; in the data active = inhibition above about 40%
Target sequence (Q9Y4P1 whole entry, looked up): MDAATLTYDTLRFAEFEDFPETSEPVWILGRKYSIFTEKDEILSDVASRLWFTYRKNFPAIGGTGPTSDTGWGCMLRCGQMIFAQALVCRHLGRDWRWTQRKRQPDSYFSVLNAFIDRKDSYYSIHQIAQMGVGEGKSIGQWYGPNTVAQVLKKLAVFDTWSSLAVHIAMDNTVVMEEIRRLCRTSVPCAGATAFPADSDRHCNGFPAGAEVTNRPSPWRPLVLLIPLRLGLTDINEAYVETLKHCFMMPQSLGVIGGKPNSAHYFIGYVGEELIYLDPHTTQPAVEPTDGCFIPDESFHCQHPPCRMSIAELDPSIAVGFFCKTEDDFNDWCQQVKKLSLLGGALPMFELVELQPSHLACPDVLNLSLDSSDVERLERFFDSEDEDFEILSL
Apaf1 inhib: inhibitors of human Apaf-1 apoptosome; reconstituted apoptosome caspase-3 activity, DEVD-Rh110 fluorescence; inhibition, % at 20 µM; O14727; 0.71% of 330,000 active; active = inhibition of at least 40% at 20 µM;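 note: plate controls were DMSO wells for no effect and DEVD-CHO caspase inhibitor wells for full effect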
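Material: reconstituted apoptosome with Apaf-1, cytochrome c, caspase-9, procaspase-3, dATP / Buffer or medium: pH 7.5 Hepes buffer with CHAPS, BSA, DTT / Also added: cytochrome c with DEVD-Rh110 / Schedule: compound with Apaf-1, dATP, procaspase-3 30 min, then 50 min reaction, room temperature / Technique: rhodamine 110 fluorescence at Ex 480/Em 540 nm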
tim10-1 inh: inhibits growth of tim10-1 mutant yeast; inhibition, % at 20 µM; AID 463190; 2.2% of 330,000 active; S. cerevisiae tim10-1 ts strain growth, BacTiter-Glo, 24 h;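 active = inhibition of at least 40%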;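 note: mutant grown at 25 °C; 0% = DMSO wells with yeast and 100% = wells holding no yeast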
mIAP block: mouse IAP inhibition | purified mouse IAP, CDP-Star luminescence, 30 min | inhibition, % at 10 µM | 0.2% of 330,000 active;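 active = inhibition of at least 40% at 10 µM in the primary screen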;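 note: plate controls were DMSO with enzyme for no effect and no enzyme wells for full effect; values of inactives mirror those of a sister screen read the other way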
hIAP inh: human IAP inhibition; P09923; purified IAP, CDP-Star luminescence, 30 min; inhibition, % at 10 µM; 0.12% of 330,000 active; AID 2544;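 active = inhibition reaching a set limit with compound at 10 µM in the primary screen, cut at about 35% in these data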;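 note: plate controls were DMSO wells with enzyme for no effect and no-enzyme buffer wells for full effect; values of inactives mirror those of a sister screen read the other way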
Target sequence (P09923 whole entry, looked up): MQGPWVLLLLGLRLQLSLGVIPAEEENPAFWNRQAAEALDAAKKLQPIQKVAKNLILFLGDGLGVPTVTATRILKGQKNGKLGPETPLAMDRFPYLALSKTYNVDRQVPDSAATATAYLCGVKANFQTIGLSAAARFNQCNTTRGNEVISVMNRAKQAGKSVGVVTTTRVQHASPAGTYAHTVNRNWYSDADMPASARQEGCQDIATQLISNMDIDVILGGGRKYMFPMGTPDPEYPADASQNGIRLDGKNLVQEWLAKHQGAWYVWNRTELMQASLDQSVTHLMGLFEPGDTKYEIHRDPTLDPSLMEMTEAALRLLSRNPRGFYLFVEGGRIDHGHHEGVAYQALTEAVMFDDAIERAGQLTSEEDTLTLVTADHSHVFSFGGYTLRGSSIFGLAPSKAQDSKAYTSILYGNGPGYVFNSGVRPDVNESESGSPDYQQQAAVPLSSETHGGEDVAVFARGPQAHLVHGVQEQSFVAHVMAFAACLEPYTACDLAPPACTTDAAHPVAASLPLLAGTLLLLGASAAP
hIAP activ: human IAP activation | activation factor at 10 µM | purified human IAP, CDP-Star luminescence, 30 min; active compounds read high; 1 = vehicle-only enzyme, 0 = enzyme-free background | P09923 | 0.16% of 330,000 active;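 active = activation factor of the enzyme at least 2-fold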; note: the source names both 10 and 20 µM as test concentration; values of inactives mirror those of a sister screen read the other way
NLRP3 yeast inh: inhibitors of NALP3 inflammasome in yeast | 0.39% of 330,000 active | Yeast reconstituted NLRP3/ASC/caspase-1, beta-gal luminescence, 24 h | inhibition, % at 10 µM;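 active = inhibition of 50% or more; inactive = inhibition below 50%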;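 note: plate controls were induced DMSO wells for no effect and uninduced yeast grown without galactose for full effect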
* = called active by the depositor.

[1] O=C(CSc1nn(-c2ccc(Cl)cc2)c(=S)s1)NCC1CCCO1 (centres undefined)
[2] Cc1cc(C)cc(OCC(O)Cn2nc(C)cc2C)c1 (centres undefined)
[3] CCOC(=O)c1sc(NCCNc2nc(C)c(C(=O)OCC)s2)nc1C
[4] Cc1nc(C(F)(F)F)c(C(=O)N/N=C(\N)c2ccccn2)s1
[5] N=C1/C(=C/c2cccn2Cc2ccc(Cl)cc2)C(=O)N=C2SC=CN12
[6] O=C(CSc1ncccn1)NC1CCCc2ccccc21 (centres undefined)
[7] Cc1cccc(N2CCN(CC(=O)NCC3CCCCC3)CC2)c1C
[8] S=c1[nH]nc(-c2cccc(Cl)c2)n1/N=C/c1ccco1

Assay by compound	1	2	3	4	5	6	7	8
mIAP block	10	-18	-4	7	16	-4	-11	2
ATG4B inhibitor	-6	-8	-9	-1	17	-13	25	1
Apaf1 inhib	-7	6	-2	-6	2	-17	22	-4
mIAP act	0.9	1.2	1	0.93	0.84	1	1.1	0.98
tim10-1 inh	0	21	2	8	16	5	28	29
NLRP3 yeast inh	13	11	3	7	0	3	14	15
TIM10 inh	-8	-1	4	14	-23	-14	1	18
hIAP activ	0.87	1.2	0.89	1.4	0.99	1.1	1	1.1
hIAP inh	13	-17	11	-43	1	-5	-1	-14

Complete entries, quoted from the list. Screens in order: mIAP block, ATG4B inhibitor, Apaf1 inhib, mIAP act, tim10-1 inh, NLRP3 yeast inh, TIM10 inh, hIAP activ, hIAP inh
O=C(CSc1nn(-c2ccc(Cl)cc2)c(=S)s1)NCC1CCCO1 (centres undefined) is listed with 10, -6, -7, 0.9, 0, 13, -8, 0.87, 13
Cc1cc(C)cc(OCC(O)Cn2nc(C)cc2C)c1 (centres undefined) is listed with -18, -8, 6, 1.2, 21, 11, -1, 1.2, -17
S=c1[nH]nc(-c2cccc(Cl)c2)n1/N=C/c1ccco1 is listed with 2, 1, -4, 0.98, 29, 15, 18, 1.1, -14
O=C(CSc1ncccn1)NC1CCCc2ccccc21 (centres undefined) is listed with -4, -13, -17, 1, 5, 3, -14, 1.1, -5
CCOC(=O)c1sc(NCCNc2nc(C)c(C(=O)OCC)s2)nc1C is listed with -4, -9, -2, 1, 2, 3, 4, 0.89, 11

Remaining list, next part
[9] Cc1ccc(-c2nnc(CN3CCN(C)CC3)o2)cc1
[10] O=C1c2ccccc2C(=O)C1c1ccnc2ccccc12
[11] CCN(c1ccccc1)S(=O)(=O)c1ccc(OC)c(NC(=O)CCc2nc3ccccc3c(=O)[nH]2)c1
[12] COc1cccc(NC(=O)c2ccc(CN3CCOCC3)cc2)c1
[13] CC1=NN(Cc2ccccc2)C(=O)C1C(c1ccc(Cl)cc1)C(C#N)C#N (centres undefined)
[14] CC(C)CNC(=O)c1cc(=O)[nH]c2ccc(S(=O)(=O)Nc3ccc(F)cc3)cc12
[15] O=C(Nc1cccc(Cl)c1)Nc1cnccn1
[16] Nc1nonc1-n1nnc(C(=O)N/N=C/c2ccc(O)cc2)c1COc1ccc(F)cc1

Assay by compound	9	10	11	12	13	14	15	16
mIAP block	7	5	1	-3	12	12	-2	15
ATG4B inhibitor	12	5	-14	4	12	-1	-5	-15
Apaf1 inhib	0	5	17	-2	-2	-1	4	-13
mIAP act	0.93	0.95	0.99	1	0.89	0.88	1	0.85
tim10-1 inh	11	20	7	-17	39	-6	-25	-13
NLRP3 yeast inh	14	7	4	18	5	3	22	8
TIM10 inh	5	49*	-5	-18	16	4	-19	-16
hIAP activ	0.94	1.1	1.1	0.91	1	0.89	0.92	0.98
hIAP inh	6	-9	-7	9	0	11	8	2

[17] CN1C(=O)c2ccc(C(=O)NCc3ccco3)cc2C1=O
[18] COc1cc(OC)cc(C(=O)NCc2ccc3c(c2)OCO3)c1
[19] CCN1C(=O)C(CC(=O)Nc2ccccc2Cl)N(NC(=O)c2cccc(F)c2)C1=S (centres undefined)
[20] COc1ccccc1N1CCN(c2cnccn2)CC1
[21] O=C(Cn1c(CC(=O)N2CCCC2)nc2ccccc21)NCc1ccccc1
[22] CCCN(Cc1ccccc1)C(=S)Nc1ccc(OC(F)F)cc1
[23] CC(C)n1cc(-c2ccc(Cl)cc2)cc(C#N)c1=O
[24] CCOc1ccc(C(c2c(O)nc(SC)[nH]c2=O)c2c(O)nc(SC)[nH]c2=O)cc1

Assay by compound	17	18	19	20	21	22	23	24
mIAP block	-12	2	-11	-2	-2	-2	1	0
ATG4B inhibitor	-7	3	-1	-2	-5	-3	-1	-2
Apaf1 inhib	5	-1	17	-9	-10	3	15	-5
mIAP act	1.1	0.98	1.1	1	1	1	0.99	1
tim10-1 inh	1	14	6	-1	3	25	8	6
NLRP3 yeast inh	12	20	31	25	0	-3	4	18
TIM10 inh	0	-13	23	5	-2	24	-13	13
hIAP activ	1.1	1	0.82	1.1	0.95	0.92	0.97	0.84
hIAP inh	-6	-4	18	-5	5	8	3	16

[25] CNC(=O)c1[nH]cnc1C(=O)N[C@@H](Cc1ccccc1)C(=O)OCc1ccccc1
[26] CC(C)CC1(C)NC(=O)N(CC(=O)Nc2ccccc2Br)C1=O (centres undefined)
[27] CCN1CCN(c2ccc(NC(=O)c3ccc4c(c3)OCCO4)cc2C)CC1
[28] O=C(CSc1nnc(-c2ccccc2)o1)NC1CCCC1
[29] CCn1ncc(Br)c1C(=O)Nc1sc2c(c1C(=O)OC)CCC2
[30] COc1ccc(-c2nnn(CC(=O)Nc3sc4c(c3C#N)CCCC4)n2)cc1
[31] Cc1nc(Cl)c(C#N)c2c1CCCC2
[32] COC(=O)NC1c2ccccc2Oc2ccccc21

Assay by compound	25	26	27	28	29	30	31	32
mIAP block	-4	-9	8	9	10	6	-6	5
ATG4B inhibitor	-7	-2	-11	-4	-1	-12	7	4
Apaf1 inhib	12	-8	0	-1	9	6	-14	3
mIAP act	1	1.1	0.92	0.91	0.9	0.94	1.1	0.95
tim10-1 inh	36	5	-3	-5	14	4	-5	13
NLRP3 yeast inh	6	11	9	13	12	4	-14	6
TIM10 inh	14	1	-13	9	-8	-27	5	-8
hIAP activ	1.7	0.88	0.89	0.99	0.85	0.91	0.82	1.1
hIAP inh	-74	12	11	0	15	9	18	-14

[33] CC1=C(C(=O)OC(C)C)C(c2cccs2)N2C(=O)CCSC2=N1 (centres undefined)
[34] Cc1[nH]nc2c1C(c1ccc(Cl)cc1)C(C#N)=C(N)O2 (centres undefined)
[35] COc1ccc(C2/C(=C(/O)c3ccc4c(c3)CC(C)O4)C(=O)C(=O)N2CCCn2ccnc2)cc1 (centres undefined)
[36] CC(C)CCN1CCN(Cc2cccc3nonc23)CC1CCO (centres undefined)
[37] CC(C)(C)[C@H]1COC(=O)CCC/C=C/C[C@H](CC(=O)NCCO)C(=O)N1
[38] Cc1cc(Cl)ccc1OCC(=O)NNC(=O)CCOc1ccccc1
[39] N=c1n(Cc2ccccc2)c2ccccc2n1CC(O)COc1ccccc1 (centres undefined)
[40] O=C1NC(CCc2ccccc2)C(=O)N1Cc1ccccc1Cl (centres undefined)

Assay by compound	33	34	35	36	37	38	39	40
mIAP block	5	9	9	4	-1	9	-2	-1
ATG4B inhibitor	-6	4	-4	-4	-9	-5	-8	-11
Apaf1 inhib	4	1	42*	12	0	0	9	4
mIAP act	0.95	0.91	0.91	0.96	1	0.91	1	1
tim10-1 inh	24	11	14	4	-8	-19	16	23
NLRP3 yeast inh	17	25	25	15	17	8	11	15
TIM10 inh	8	8	-2	2	-5	-15	15	-10
hIAP activ	0.95	0.82	1.4	0.97	1	1.7	1	1.1
hIAP inh	5	18	-42	3	-4	-74	-3	-11

[41] Cc1nn(C)c(Oc2cccc(Cl)c2)c1C=O
[42] O=C(NCCc1cccs1)C1CC(c2ccc([N+](=O)[O-])cc2)=NO1 (centres undefined)
[43] Cc1ccccc1S(=O)(=O)Nc1ncnc2sccc12
[44] COc1ccc2nc(NC(=O)c3ccc4ncsc4c3)sc2c1
[45] CCN(CC)CCNC(=O)CNC(=O)c1nn(-c2ccc(OC)c(OC)c2)c(=O)c2ccccc12
[46] Cc1ccc2nc(NC(=O)C3CC(=O)N(Cc4ccco4)C3)sc2c1 (centres undefined)
[47] Cc1ccc(S(=O)(=O)CCSc2nc(C)cc(C(F)(F)F)c2C#N)cc1
[48] COc1ccc(-c2[nH]ncc2CN(C)Cc2ccccn2)c(OC)c1

Assay by compound	41	42	43	44	45	46	47	48
mIAP block	2	0	2	-1	-10	-2	17	2
ATG4B inhibitor	-1	6	5	-3	-4	-2	-9	-3
Apaf1 inhib	9	-1	9	0	7	12	17	-14
mIAP act	0.98	1	0.98	1	1.1	1	0.83	0.98
tim10-1 inh	16	3	14	7	6	27	24	14
NLRP3 yeast inh	1	27	3	14	-4	1	-1	-3
TIM10 inh	-7	10	-3	2	-11	4	15	-7
hIAP activ	1	0.95	1.2	1.4	0.98	1.1	0.94	1.1
hIAP inh	-3	5	-23	-39	2	-10	6	-7

[49] CCc1c(C)nc(N2CCN(c3ccc(Cl)cc3)CC2)[nH]c1=O
[50] Cc1nc(SC(C)C(=O)NCC2CCCO2)c2cc(-c3ccccc3)sc2n1 (centres undefined)
[51] COc1ccc(C(=O)NCc2nnc(SCC(=O)Nc3cc(C)cc(C)c3)o2)cc1OC
[52] CN(C)S(=O)(=O)c1ccc(N2CCCC2)c(C(=O)N2CCC(C(N)=O)CC2)c1
[53] O=C(C[n+]1ccc(/C=N/O)cc1)N1CCCCC1
[54] CCOc1ccc(CCNC(=O)CN2C(=O)c3cccnc3Oc3ccc(C)cc32)cc1OCC
[55] O=c1c2ccccc2ncn1-c1ccc(Br)cc1[N+](=O)[O-]
[56] Cc1ccc(S(=O)(=O)NC(=O)c2cc(C)n(-c3cc(S(=O)(=O)N4CCOCC4)ccc3N3CCCC3)c2C)cc1

Assay by compound	49	50	51	52	53	54	55	56
mIAP block	4	-3	2	0	0	-4	-14	2
ATG4B inhibitor	-1	3	-3	3	-3	-4	1	-11
Apaf1 inhib	-17	24	-3	-15	-8	-3	3	8
mIAP act	0.96	1	0.98	0.99	1	1	1.1	0.98
tim10-1 inh	0	22	10	-18	-13	-5	-13	16
NLRP3 yeast inh	5	27	10	19	13	5	29	6
TIM10 inh	17	-8	-4	3	11	4	-7	-1
hIAP activ	1.2	1.1	0.95	1.2	1.1	1.1	0.98	0.97
hIAP inh	-22	-6	5	-16	-15	-9	2	3

[57] COc1ccc(C2CC(=O)Oc3c2c(=O)n(C)c2ccccc32)c(OC)c1OC (centres undefined)
[58] NC(=O)CCC(NC(=O)c1ccc(Cl)cc1)C(=O)O (centres undefined)
[59] CC1=C(C(=O)Nc2ccccc2)C(c2cccnc2)n2ncnc2N1 (centres undefined)
[60] CCn1c(SCC(=O)NC2CCCC2)nnc1-c1cccnc1
[61] Fc1c(F)c(F)c(N=Cc2ccc3ncccc3c2)c(F)c1F
[62] CCn1c(COc2ccccc2C)nnc1SCC(=O)N1CCN(c2ccccc2)CC1
[63] Cc1ccc(NC(=O)Cn2ncc(Cl)c(Cl)c2=O)cc1S(=O)(=O)N1CCCCC1

Assay by compound	57	58	59	60	61	62	63
mIAP block	11	9	4	2	9	5	6
ATG4B inhibitor	-4	7	9	0	2	1	-5
Apaf1 inhib	4	-12	-6	2	4	3	2
mIAP act	0.89	0.91	0.96	0.98	0.91	0.95	0.94
tim10-1 inh	5	-6	3	10	-2	22	7
NLRP3 yeast inh	5	17	0	20	16	15	1
TIM10 inh	11	2	-13	-15	5	8	6
hIAP activ	0.95	1.1	1.2	0.94	1	1	1.1
hIAP inh	5	-12	-16	6	-2	-4	-6
